# IMPase Li inh = cell-permeable IMPase inhibitors with lithium potentiation | CHO-M1 cells, IP1 TR-FRET (IP-One), carbachol + lithium | Potency, µM (highest dose often 59.4 µM), without a hit: at the top dose activity, negative = IMPase inhibition, most hits filed as inhibitors | hit rate 0.35% among 210,000;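 further: IP1 builds up when IMPase is blocked and the TR-FRET signal falls; potency means the concentration at half of the fitted maximal effect; plate controls were basal vehicle for no effect and high inhibitor control for full effect; nearly all actives have a fitted effect of over 50% in size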
#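 CHO cells stably expressing M1 receptor (2000/well) were cultured 16–30 h, then exposed to compounds with a small lithium addition for 30 min at 37C. IP1 was measured by TR-FRET competition; AC50 from Hill fits.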
# CBFb-RUNX1 inh = blocks binding between human CBF-beta and RUNX1. AlphaScreen CBFb-His/RUNX1-biotin binding, biochemical. Potency, µM (highest dose often 59.8 µM), for inactives: at the highest dose activity, negative = inhibition, usual class: inhibitors. 230,000 tested, under 10 active. AID 1477; further: % of control where 0% means no effect
# Target sequence (Q01196 whole entry, looked up): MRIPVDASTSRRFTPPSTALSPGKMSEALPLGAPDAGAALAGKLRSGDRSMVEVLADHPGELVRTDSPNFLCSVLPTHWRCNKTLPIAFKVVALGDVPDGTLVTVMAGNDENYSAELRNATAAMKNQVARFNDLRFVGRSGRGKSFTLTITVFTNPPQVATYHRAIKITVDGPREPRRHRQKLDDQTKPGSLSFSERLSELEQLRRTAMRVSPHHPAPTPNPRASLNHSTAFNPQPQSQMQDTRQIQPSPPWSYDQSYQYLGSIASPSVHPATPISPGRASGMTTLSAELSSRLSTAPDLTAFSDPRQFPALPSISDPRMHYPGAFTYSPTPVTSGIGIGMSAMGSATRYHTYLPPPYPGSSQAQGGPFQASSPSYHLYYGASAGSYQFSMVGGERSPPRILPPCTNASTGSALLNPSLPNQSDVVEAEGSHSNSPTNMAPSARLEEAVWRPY
# Target sequence (Q13951 whole entry, looked up): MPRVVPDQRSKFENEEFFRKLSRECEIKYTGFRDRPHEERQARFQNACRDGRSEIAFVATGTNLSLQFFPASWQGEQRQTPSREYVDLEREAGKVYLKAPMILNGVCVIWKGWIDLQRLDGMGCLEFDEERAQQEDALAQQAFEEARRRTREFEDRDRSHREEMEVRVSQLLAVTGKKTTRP
#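 Interaction loss through any mechanism counts as activity. Pre-formed complex of His-CBF-beta and biotin-RUNX1 (30 nM apiece) is incubated with compound 15 min, then with 50 ng nickel and 50 ng streptavidin beads for 90 min before AlphaScreen detection.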
# HTT cytoprotect = cytoprotection in Huntington HTT-Q103 PC12 cell model; PC12 HTT-Q103 induced, cytoprotection, ATP luminescence, 40 h; Potency, µM (series often up to 56.4 µM), for the others: cytoprotection (ATP increase), most hits filed as activators; hit rate 0.14% among 230,000; AID 1471;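 further: potency means the concentration at half of the fitted maximal effect; % of control where 0% means no effect; nearly all actives have a fitted effect of over 45% in size; toxic huntingtin expression switched on by the ecdysone agonist tebufenozide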
#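 Readout: ATPlite luminescence (ATP level). Model: stable PC12, inducible Htt exon1 Q103-GFP. Inducer: tebufenozide, 100 nM final. Compounds: dose series. No G418 in medium.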
# HTT aggregate = mutant huntingtin aggregation inhibition | PC12 HttQ103-GFP aggregates, Acumen cytometry, 40 h | Potency, µM (top dose mostly 46.1 µM), for inactives: top-dose activity change, negative = inhibition, usual class: inhibitors | hit rate 1.1% among 220,000 | AID 1688; further: potency means the concentration at half of the fitted maximal effect; on the % scale 0 is the no-effect control and ±100 the full control effect; nearly all actives have a fitted effect of over 60% in size
#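 Aggregates are detected as GFP objects 1–25 µm with signal 6 STDEV over background in lysates of induced PC12 cells. These carry Huntingtin exon 1 with 103 glutamines fused to GFP under an ecdysone promoter; compounds titrated.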
# Luc counter = blocks Kinase-Glo luciferase, a counter-screen artifact | Kinase-Glo luciferase, ATP luminescence, 8 min | Potency, µM (doses to about 38.3 µM), for the others: at the highest dose activity change, negative = inhibition, hits mostly inhibitors | hit rate 0.28% among 200,000; further: potency means the concentration at half of the fitted maximal effect; on the % scale 0 is the no-effect control and ±100 the full control effect; nearly all actives have a fitted effect of over 60% in size
#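 Substrate mix (final 50 mM imidazole pH 7.2, 50 mM KCl, 7 mM MgCl2, 10 uM ATP, 0.01% Tween 20, 0.05% BSA) plus pin-tool compound, then Kinase-Glo detection mix; 8 min ambient, luminescence read.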
# LMNA splice mod = modulators of lamin A splicing; HeLa LMNA splicing GFP/RFP minigene ratio, 48 h; Potency, µM (top dose mostly 46.1 µM), for inactives: top-dose ratio change, negative = inhibition, actives largely listed as inhibitors; hit rate 0.01% among 200,000; active means well fitted inhibition curve with a large enough effect in the signal ratio, with a control signal flat, not every such curve was filed as active; inconclusive means small, poorly fitted or top-dose-only effect, or effect the other way, or a change in a side signal; the % refers to the signal ratio; further: potency means the concentration at half of the fitted maximal effect; on the % scale 0 is the no-effect control and ±100 the full control effect
#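 Read-out is the ratio of GFP to DsRed2 object intensity, acquired by 488 nm laser-scanning cytometry on HeLa lamin A-EGFP minigene reporter cells. Compound incubation 48 hrs at 37 °C in Opti-MEM with 2% FBS; DMSO 0.5% final.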
# SMN2 splice up = increases expression of the SMN2 splice variant; HEK293 SMN2-luciferase splicing reporter, luminescence, 30-36 h; Potency, µM (series often up to 46.1 µM), for inactives: at the top dose activity change, positive = activation, actives largely listed as activators; hit rate 2.8% among 210,000; further: potency means the concentration at half of the fitted maximal effect; % of control where 0% means no effect; nearly all actives have a fitted effect of over 55% in size
#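 HEK293 cells carry an SMN2 […]–luciferase reporter in which exon 7 inclusion puts luciferase in frame. Cells were plated 10-12 h before compound addition, then incubated 30-36 h at 37C. ONE-Glo luminescence was read; sodium butyrate at 4.5 mM final served as control.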
# Active calls of the source: *; ? = inconclusive; . = not tested or not shown; [ ] = another dose, or the depositor's remark. Unless noted, the call rests on the fitted dose curve; in most records, active means well fitted curve in the direction sought with a large enough effect; inconclusive means small, poorly fitted or top-dose-only effect, or another doubt; inactive means no such curve, though single readings can be large; an effect the other way counts as inactive or inconclusive.
# Sequence of screens – IMPase Li inh | CBFb-RUNX1 inh | HTT cytoprotect | HTT aggregate | Luc counter | LMNA splice mod | SMN2 splice up
- COc1cccc(CNC(=O)CCC2CCCN(c3cc(C)nc(N(C)C)n3)C2)c1 (configuration not stated)
 : 17% | 3% | 2%[10 µM] | -4%[9.22 µM] | -1% | 17%[46 µM] | .
- Cc1c(NC(=O)C(C)OC(=O)COc2ccccc2)c(=O)n(-c2ccccc2)n1C (configuration not stated)
 : 6% | -8% | -25% | 15% | -6% | 1%[46 µM] | 8%
- COc1ccc(OC)c(C(=O)CN2CCN(S(=O)(=O)c3ccc(Br)cc3)CC2)c1
 : 30%[38.3 µM] | 12% | -11% | ? | 3% | -7% | -46%[inhibitor]
- CC(=O)Nc1ccc(NS(=O)(=O)c2cc(-c3n[nH]c(=O)c4ccccc34)ccc2C)cc1
 : . | 1% | -10%[10 µM] | 8%[9.22 µM] | . | . | .
- Cn1cccc1CNC(=O)Nc1ccc(Cl)cc1
 : 9%[38.3 µM] | -11% | -2% | 22% | -5% | 9% | ?
- N#CC(C(=O)c1ccccc1)=C1SCCS1
 : . | 0% | -16%[10 µM] | 6%[9.22 µM] | . | 6%[46 µM] | .
- COC(=O)c1cccc(NC(=S)N2CCCCC2)c1
 : 4% | 5% | -44%[inhibitor] | 24% | 3% | . | -18%
- Cc1ccc(-n2c3c(cc(C(=O)O)c2=O)C(=O)CC(C)(C)C3)cc1
 : 22%[38.3 µM] | 8% | -12% | 17% | -4% | 5% | -12%
- c1ccc(-c2nnc(CSc3ccc4c(c3)OCCO4)o2)cc1
 : 10% | 12% | 4%[10 µM] | 4%[9.22 µM] | 2% | -20%[46 µM] | -1%
- Cc1cccc(-n2cc3c(=O)n(C)c(=O)n(C)c3c2)c1
 : 11% | -6% | ? | 39%[9.22 µM] | 3% | . | .
- O=c1c(-c2ccc(F)c(F)c2)nc2cncnc2n1-c1ccccc1
 : 1% | . | ? | . | -2% | . | -8%
- Cc1nc2cnc(N(C)C)nc2n(CCc2ccccc2)c1=O
 : 15% | . | -33%[inhibitor] | . | . | ? | .
- O=C(O)C1CSC(c2ccccc2)N1C(=O)c1ccco1 (configuration not stated)
 : 0%[38.3 µM] | -3% | 2% | 5%[9.22 µM] | 2% | -3% | 3%
- O=C(O)COc1cccc2ccccc12
 : 13%[38.3 µM] | -9% | -9% | 15% | 1% | 3% | -19%
- CCOC(=O)CSc1nc(N)c(C#N)c(-c2ccc(OC)cc2)c1C#N
 : . | -1% | 6% | 3% | . | -3% | .
- COc1cc(CNc2ccc(N3CCCC3)cc2)ccc1OCc1ccccc1
 : 18% | -18% | 10%[10 µM] | -1% | -2% | -13% | 59%
- COC(=O)Cc1[nH]n(-c2nc3ccccc3s2)c(=O)c1C(C)=Nc1ccc(Cl)cc1
 : . | -2% | -8%[10 µM] | -22%[9.22 µM] | . | . | .
- CCC(C)NC(=O)C1CCCN(S(=O)(=O)c2ccc(-n3cnnn3)cc2)C1 (configuration not stated)
 : 8%[38.3 µM] | 4% | 0% | -4% | 0% | 4% | -7%
- NCS(=O)(=O)O
 : -6% | . | -7%[10 µM] | . | -4%[7.66 µM] | . | -4%[9.22 µM]
- CC(C)N(C(=O)Cn1c(SCC(=O)N2CCN(c3ccccc3)CC2)nc2ccccc21)C(C)C
 : -9%[38.3 µM] | 9% | 1% | 0% | -1% | 11% | -12%
- O=C(N/C(=C/c1cccs1)C(=O)N1CCCCCC1)c1ccccc1
 : 4% | 7% | 4%[10 µM] | -14% | -3% | -8% | 6%
- CCOC(=O)N1CCC(NC(=O)CCN2C(=O)C3C4C=CC(C4)C3C2=O)CC1 (configuration not stated)
 : 11%[38.3 µM] | -2% | 6% | -4% | 2% | -1% | 17%
- O=C(CCc1nnc(-c2ccccc2)o1)c1ccc(Cl)cc1
 : . | 9% | -16%[10 µM] | -12%[9.22 µM] | . | . | .
- Cn1nnnc1SCC(=O)N1CCN(Cc2ccccc2)CC1
 : 18%[38.3 µM] | 2% | 1% | -25% | 4% | 12% | ?
- C=C1C2CC[C@@]3(C)C(c4ccoc4)OC(=O)C[C@@]13OC1CC(=O)C(C)(C)C(C(O)C(=O)OC)[C@]12C (some centres not stated)
 : 9% | 24% | -20% | . | -4% | . | -5%
- CP(=O)(Nc1cc(Cl)ccc1Cl)c1nc2c(s1)CCCC2 (configuration not stated)
 : . | 11% | 11%[10 µM] | -8%[9.22 µM] | . | . | .
- Cc1cc(C)c(S(=O)(=O)N2C=CC(C(F)(F)F)=NCC2)c(C)c1
 : 23%[38.3 µM] | 1% | 3% | -10% | 0% | 23% | -13%
- COc1cc(CNCc2ccc(OC)c(OC)c2OC)cc(OC)c1
 : 13%[38.3 µM] | 7% | 12% | -13% | 0% | -21% | -33%[inhibitor]
- CCOC(=O)c1c(NC(=O)C(=O)N/N=C/c2ccccc2O)sc2c1CCCCC2
 : 0% | -1% | -2%[10 µM] | ? | 1% | -5% | -78%[inhibitor]
- O=[N+]([O-])c1ccccc1S(=O)(=O)NCCc1ccncc1
 : 9% | -7% | -2% | -12% | 2% | 22%[9.22 µM] | .
- Nc1nc(SC23CC4CC(CC(C4)C2)C3)ns1
 : . | 8% | 7%[10 µM] | 4%[9.22 µM] | . | . | .
- O=C(O)CCC(=O)O
 : 10% | -9% | -57%[inhibitor] | 16% | 1%[39.9 µM] | ? | .
- OCCC1CN(Cc2ccc3c(c2)CCO3)CCN1Cc1ccc(F)cc1 (configuration not stated)
 : 16% | 2% | -11% | 22% | 7% | . | .
- CCCc1nc2c(C)ccc(C)c2c(N)c1CC
 : 2% | 8% | 9%[10 µM] | 3% | 2% | -13% | 2%
- CCc1ccc(CNc2ccc3c(c2)ncn3C)cc1
 : 6%[38.3 µM] | -7% | -10% | ? | -3% | ? | 11µM*
- Nc1c(-c2ccccc2)cnn1-c1ccc(C(=O)O)cc1
 : 8%[38.3 µM] | 14% | 3%[10 µM] | 16% | -8% | 5% | 3.2µM*
- CCOc1ccc(Oc2cc(N)cc([N+](=O)[O-])c2)cc1
 : 1% | -5% | -29% | -14% | . | . | .
- Cc1noc(C)c1CS(=O)(=O)c1ccc(Br)cc1
 : 3%[38.3 µM] | -1% | -5% | -4% | -2% | 13% | -6%
- Cc1cccc(N(CC(=O)NC2CCCC2)C(=O)CCCC(=O)Nc2ccccn2)c1
 : -5%[38.3 µM] | 0% | -1%[10 µM] | -15% | 0% | 0% | 5%
- COc1ccccc1OCC(=O)NNC(=O)Nc1ccc(Cl)cc1
 : 5% | 7% | . | -4% | 0% | ? | 10%
- CCOC(=O)N1CCN(C(=O)c2cn(CC)c3ccc(S(=O)(=O)N4CCC(C)CC4)cc3c2=O)CC1
 : 2% | 3% | ? | 3% | 2% | . | 3%
- COCCNC(=O)C(=O)NNC(=O)CCc1ccccc1
 : -8% | 5% | 3%[10 µM] | 11%[9.22 µM] | 0% | 17%[46 µM] | .
- CCn1cc(/C=N/O)c(C)n1
 : 12%[38.3 µM] | -2% | -2% | ? | -2% | 6% | ?
- Cc1cccc(NC(=O)c2cc3c([nH]c4ccccc43)c(C)n2)c1C
 : -2% | -3% | -3%[10 µM] | -1% | 4% | -5% | 1%
- COC(=O)C1=C(N)c2c(F)cccc2C1(C#N)c1ccccc1 (configuration not stated)
 : -18%[38.3 µM] | -2% | 7% | -1% | -3% | 3% | ?

# Next compounds.
compound,IMPase Li inh,CBFb-RUNX1 inh,HTT cytoprotect,HTT aggregate,Luc counter,LMNA splice mod,SMN2 splice up
CC1=CC(C)(C)N2C(=O)C3(NCCc4c3[nH]c3ccccc43)c3cccc1c32 (configuration not stated),8%,-3%,0%[10 µM],-4%[9.22 µM],-3%,?,.
Cc1cccc(C)c1NC(=O)N1CCN(c2nc3ccccc3s2)CC1,22%[38.3 µM],-8%,4%,-4%,1%,?,.
CC(=O)N1CCN(C2=NC(=O)C(=C3CCCCC3)S2)CC1,2%,2%,-1%[10 µM],1%,4%,-17%,?
O=C(COc1ccccc1Cl)Nc1ccc2c(c1)OCCO2,22%[38.3 µM],1%,-13%,-9%,-2%,-12%,.
CCOC(=O)Cc1csc(NC(=S)NC(=O)c2ccc(Cl)cc2)n1,4%[38.3 µM],-3%,-71%[inhibitor],1%,-3%,?,-1%
CCn1c(SCC(=O)Nc2nc3c(s2)CCCC3)nnc1-c1ccccc1,7%[38.3 µM],-3%,7%[10 µM],-21%,-1%,?,-4%
Cc1ccc2[nH]c(=O)c(CNC(C)(C)C)cc2c1,-2%[38.3 µM],3%,-17%[0.074 µM],7%,-2%,-10%,9%
CCNC(=S)NNC(=O)c1ccccc1Cl,-5%,11%,.,0%,3%,16%,2%
Fc1ccccc1NC(=S)Nc1cccnc1,2%,-2%,4%[10 µM],3%,-3%,6%[46 µM],-5%
CCOc1ncccc1C(=O)OCc1ccc(C(=O)OC)cc1,21%,-5%,3%[10 µM],?,-6%,-27%,14µM*
CN1CCN(C(=S)NC(=O)c2cccc(S(=O)(=O)N(C)C)c2)CC1,4%,18%,-27%,0%,2%,-10%[46 µM],6%
O=C(CCc1ccccc1)Nc1ccc(NC(=O)C2CC2)nc1,-22%[38.3 µM],11%,-3%[10 µM],3%,-5%,4%,-14%

# Complete entries as entered above. Order of values: IMPase Li inh	CBFb-RUNX1 inh	HTT cytoprotect	HTT aggregate	Luc counter	LMNA splice mod	SMN2 splice up
# CC(=O)N1CCN(C2=NC(=O)C(=C3CCCCC3)S2)CC1 in the list: 2%	2%	-1%[10 µM]	1%	4%	-17%	?
# CN1CCN(C(=S)NC(=O)c2cccc(S(=O)(=O)N(C)C)c2)CC1 in the list: 4%	18%	-27%	0%	2%	-10%[46 µM]	6%
# Cc1ccc2[nH]c(=O)c(CNC(C)(C)C)cc2c1 in the list: -2%[38.3 µM]	3%	-17%[0.074 µM]	7%	-2%	-10%	9%
# O=C(CCc1ccccc1)Nc1ccc(NC(=O)C2CC2)nc1 in the list: -22%[38.3 µM]	11%	-3%[10 µM]	3%	-5%	4%	-14%
# Fc1ccccc1NC(=S)Nc1cccnc1 in the list: 2%	-2%	4%[10 µM]	3%	-3%	6%[46 µM]	-5%

# Screening data as filed in PubChem.
